# Screening data (PubChem BioAssay)
# HePTP inhibitor: blocks human HePTP tyrosine phosphatase; inhibition, % at 20 µM; P35236; AID 521; actives 0.64% (n = 110,000); recombinant HePTP phosphatase activity, OD absorbance; in the data active = inhibition above about 50%;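 note: plate controls were vehicle for no effect and reference inhibitor for full effect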
# Target sequence (P35236 whole entry, looked up): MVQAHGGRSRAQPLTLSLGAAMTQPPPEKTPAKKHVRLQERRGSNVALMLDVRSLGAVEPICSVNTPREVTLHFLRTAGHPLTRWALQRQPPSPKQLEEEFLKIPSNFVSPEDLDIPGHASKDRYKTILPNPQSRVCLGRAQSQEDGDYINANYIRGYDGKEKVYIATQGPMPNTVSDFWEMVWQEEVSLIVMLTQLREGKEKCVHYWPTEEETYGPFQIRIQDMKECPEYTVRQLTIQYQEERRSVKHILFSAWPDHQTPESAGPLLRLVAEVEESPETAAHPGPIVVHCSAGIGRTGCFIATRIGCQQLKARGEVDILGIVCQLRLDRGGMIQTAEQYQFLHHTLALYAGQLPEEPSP
# BAP1 block: human BAP1 deubiquitinase inhibition. Q92560. recombinant BAP1, Ub-AMC hydrolysis fluorescence kinetic; active compounds read low. activity remaining (% of control), % at 20 µM. actives 0.48% (n = 72,000). AID 436;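 active = activity remaining at or below 50% of control, provided the compound also passes the data quality filters; inactive = the rest, including low values that fail the filters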;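 note: 100% = DMSO wells rate and 0% = substrate alone blank rate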
# Target sequence (Q92560 whole entry, looked up): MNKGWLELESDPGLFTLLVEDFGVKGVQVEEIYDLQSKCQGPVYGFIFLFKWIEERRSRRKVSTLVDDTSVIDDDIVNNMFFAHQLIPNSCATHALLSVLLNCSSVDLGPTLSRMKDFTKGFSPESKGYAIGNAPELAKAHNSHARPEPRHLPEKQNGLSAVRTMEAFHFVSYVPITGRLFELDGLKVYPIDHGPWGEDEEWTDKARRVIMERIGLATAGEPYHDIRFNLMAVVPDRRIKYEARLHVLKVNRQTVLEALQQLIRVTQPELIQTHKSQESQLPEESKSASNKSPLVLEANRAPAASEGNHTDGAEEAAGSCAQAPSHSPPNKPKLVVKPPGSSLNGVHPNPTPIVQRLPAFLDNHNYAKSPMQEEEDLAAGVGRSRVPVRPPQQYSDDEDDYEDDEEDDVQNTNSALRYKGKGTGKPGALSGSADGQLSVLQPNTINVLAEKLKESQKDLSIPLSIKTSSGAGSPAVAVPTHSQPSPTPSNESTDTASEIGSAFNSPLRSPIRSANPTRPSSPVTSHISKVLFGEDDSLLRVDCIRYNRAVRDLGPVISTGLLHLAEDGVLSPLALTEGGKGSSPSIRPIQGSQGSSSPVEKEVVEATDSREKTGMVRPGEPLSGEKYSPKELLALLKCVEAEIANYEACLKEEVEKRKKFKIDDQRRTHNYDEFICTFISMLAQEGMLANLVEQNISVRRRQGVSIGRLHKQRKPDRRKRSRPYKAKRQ
# Active calls of the source: *; x = no result given; & = joins results of further samples.
BAP1 block | HePTP inhibitor | SMILES
57 | 1 | Cc1cnc(Nc2nc3ccccc3o2)nc1C(=O)Nc1cccc(C(F)(F)F)c1
x | -2 | CCc1ccc(NC(=O)C(C)Oc2ccc(OC)cc2)cc1 (centres undefined)
97 | -7 | COc1cccc(N2CCN(C3CC(=O)N(c4ccc(Cl)cc4)C3=O)CC2)c1 (centres undefined)
x | -1 | Cc1cccc(NCN2C(=O)S/C(=C/c3ccccc3Cl)C2=O)c1
x | -12 | COc1cccc(CN2CCN(C3CCCCC3C)CC2)c1OC (centres undefined)
x | 8 | CCOc1cc(NC(=O)c2ccccc2)c(OCC)cc1NC(=O)CCC(=O)O
x | 8 | O=C(c1cccnc1)N1CCN(CCN2C(=O)C3C4C=CC(C4)C3C2=O)CC1 (centres undefined)
x | -1 | C(=N\Nc1ccc2ccccc2n1)/c1ccc(OCc2ccccc2)cc1
81 | 9 | CCn1c(SCC(=O)c2cc(OC)ccc2OC)nnc1C1CC1
99 | 0 | Cc1cc(C)n(CCc2nc(-c3cc4ccccc4o3)cs2)n1
x | 2 | COc1ccc(/C=N/n2cnc3sc4c(c3c2=O)CCCC4)cc1OC
x | -14 | CCCCN(CC(O)COc1cccc(OC)c1)S(=O)(=O)O (centres undefined)
x | -11 | O=C(CN1CCN(C(c2ccccc2)c2ccccc2)CC1)CN1C(=O)c2ccccc2C1=O
108 | 13 | O=C(CN1C(=O)NC2(CCCCCC2)C1=O)c1ccc2c(c1)OCCO2
x | -2 | CCN1CCN(S(=O)(=O)c2ccc(OC)cc2)CC1
109 | 5 | Cc1csc(NC(=O)c2c(O)c3cccc4c3n(c2=O)CCC4)n1
98 | -3 | O=C(Nc1c(F)c(F)c(F)c(F)c1F)C1CCCCC1
x | -7 | COc1ccc(N(CC(=O)N2CCOCC2)S(=O)(=O)c2ccc(C)cc2)cc1
x | 0 | CC1(C)CC(=O)C(C2(O)C(=O)Nc3ccccc32)CO1 (centres undefined)
103 | -12 | NS(=O)(=O)c1ccc(CNC(=O)c2ccc(Br)o2)cc1
110 | -6 | Cc1cc(NC(=O)CSc2nnc(C3CC3)n2N)no1
x | 104* | Cn1c2ccccc2c2nnc(SCC(=O)NCc3ccco3)nc21
91 | 5 | CC(COc1cccc2ccccc12)CN1CCN(C)CC1 (centres undefined)
76 | 3 | CCOC(=O)/C(C#N)=C1/C=CN(C)C=N1
84 | 8 | Cc1ccccc1CSc1ncc(C#N)c(N)n1
x | -9 | COc1ccc(/C=C2\SC(=S)N(Cc3ccco3)C2=O)cc1
217 | x | CN1C(=O)C(=O)/C(=C(/O)c2ccc(Cl)cc2)C1c1cccc([N+](=O)[O-])c1 (centres undefined)
92 | 3 | COCCN1C(=O)c2oc3cc(C)c(C)cc3c(=O)c2C1c1ccc(O)cc1 (centres undefined)
x | -21 | O=C(Nc1ccc(-c2nc3ccccc3o2)c(O)c1)c1ccccc1I
x | 8 | COC(=O)c1ccc(NCC(=O)c2ccccc2)cc1

# 4 of the compounds above, with two lines to a compound.
# Sequence of screens: BAP1 block | HePTP inhibitor
C(=N\Nc1ccc2ccccc2n1)/c1ccc(OCc2ccccc2)cc1
    x | -1
CCn1c(SCC(=O)c2cc(OC)ccc2OC)nnc1C1CC1
    81 | 9
Cc1cc(C)n(CCc2nc(-c3cc4ccccc4o3)cs2)n1
    99 | 0
COc1ccc(/C=N/n2cnc3sc4c(c3c2=O)CCCC4)cc1OC
    x | 2

# The listing continues.
BAP1 block | HePTP inhibitor | SMILES
101 | 3 | CS(=O)(=O)N1CCc2cc(-c3csc(NCC4CCCO4)n3)ccc21 (centres undefined)
81 | 6 | Cc1ccc(NC(=O)NC2CCCCC2)cc1Cl
x | -3 | O=C(CSc1nsc(SCC(=O)Nc2nc(-c3ccccc3)cs2)n1)Nc1nc(-c2ccccc2)cs1
110 | -2 | CC(=O)NC1(c2cccc(F)c2)CCN(C(=O)Nc2ccc(C#N)cc2)CC1
99 | 10 | CCCCCOC(=O)C1=C(C)N(C)C(=O)NC1c1cc(Br)c(O)c(OC)c1 (centres undefined)
98 | -2 | Cc1cc(-n2c(C)cc(C(=O)CSc3nnc4sc5ccccc5n34)c2C)no1
106 | 7 | CCSc1nc(=S)n(CC)c(C)c1C(C)=O
x | -5 | Cc1cc(OCC(=O)NC2C3CC4CC(C3)CC2C4)ccc1Br (centres undefined)
114 | -1 | CN1C(=O)SC(Nc2ccccc2C(=O)O)C1=O (centres undefined)
x | 1 | Cc1cc(C(F)(F)F)nc(SCC(=O)Nc2cc(C)on2)n1
85 | 8 | CCOC(=O)c1sc(NC(=O)CCn2nnc3ccccc32)c(C(=O)OCC)c1C
52 | 4 | CC(=O)c1cccc(NC(=O)COc2ccc(Br)cc2C(C)(C)C)c1
81 | 8&10 | O=C(CSc1ncn[nH]1)Nc1ccc(Cl)c(Cl)c1
95 | -8 | Cc1cc(Oc2ccccc2)nc(-c2ccccc2)n1
x | 7 | O=c1oc(-c2ccco2)nc2ccc(Cl)cc12
128 | 11 | COc1cccc(NS(=O)(=O)c2ccc(OC)c(OC)c2)c1
119 | 4 | Cc1c(NC(=O)c2cnn3c(C(F)(F)F)cc(-c4ccco4)nc23)c(=O)n(-c2ccccc2)n1C
107 | 8 | O=C1CSC(c2ccccc2F)N1c1cc(Cl)ccc1O (centres undefined)
113 | 1 | CC1=C/C(=C\c2ccc3c(c2)OCO3)C(=O)S1
x | 2 | COC(=O)c1c(N)sc(C(=O)Nc2ccc(OC)cc2)c1C
108 | 2 | CC1CCCC(C)N1C(=O)CSc1nnc(C2CCCCC2)o1 (centres undefined)
88 | -11 | CCOC(=O)N1CCN(C(=O)c2ccc3c(c2)N(CC)CCS3)CC1
154 | 9 | C=CCn1c(SCC(=O)Nc2sc(C)c(C)c2C(=O)OCC)nnc1-c1sc(N)nc1C
x | -3 | COc1ccc(OCC(=O)Nc2c(C)cccc2C)cc1
x | -2 | Cc1ccc(S(=O)(=O)c2ccc(Oc3ccc(Cl)cc3)cc2)cc1
x | 5 | O=C(CSc1nc2ccccc2o1)NCc1ccccc1
x | 4 | O=C(Cc1ccccc1)NC(NC(=S)Nc1cc(Cl)ccc1Cl)C(Cl)(Cl)Cl (centres undefined)
98 | 48 | CC1(C)CC(=O)C2=C(C1)OC(N)=C(C#N)C2Cc1ccccc1 (centres undefined)
92 | 2 | CC1CCC(C(C)C)C(OC(=O)COC(=O)c2ccc(=O)[nH]c2)C1 (centres undefined)
89 | 7 | COc1cccc(N2C(=O)C3CCCN3C2c2ccc(N(C)C)cc2)c1 (centres undefined)
376 | 3 | CCCNC(=O)c1c(N)n(-c2cccc(OC)c2)c2nc3ccccc3nc12
102 | 9 | N#CC1=C(N)Oc2n[nH]c(-c3ccccc3)c2C1c1cccnc1 (centres undefined)
97 | -2 | Cc1csc(NC(=O)CSc2nc(C)nc3c2c(=O)n(C)c(=O)n3C)n1
x | 7 | Fc1ccccc1OCCCCCN1CCCCC1
x | 5 | COc1ccc(CCNC(=O)Nc2cc(F)c(F)cc2Cl)cc1OC
112 | 9&-4 | Cc1ccc(C)c(OCc2nnc(NC(=O)c3ccco3)s2)c1
x | 3 | COC(=O)C1=C(C)N(Cc2ccco2)C(=O)/C1=C\c1ccc(O)cc1
60 | 4 | COc1cc2[nH]c3c(N4CCC(C(N)=O)CC4)ncnc3c2cc1OC
x | 6 | CCOC(=O)C1=C(C)N=c2s/c(=C\c3cccc([N+](=O)[O-])c3)c(=O)n2C1c1ccc(OC(C)=O)cc1 (centres undefined)
x | -6 | NCC(O)C12CC3CC(CC(C3)C1)C2 (centres undefined)
x | 5 | CCOc1cc(C2NC(=S)NC(C)=C2C(=O)OC(C)C)ccc1O (centres undefined)
94 | 5 | COC(=O)c1ccccc1NS(=O)(=O)c1ccc(O)c(C(=O)O)c1
143 | -1 | N#C/C(C(=O)N1CCOCC1)=C1/SC(Cc2ccccc2)C(=O)N1c1ccccc1 (centres undefined)
93 | -7 | CC(C)c1nnc(NC(=O)C2CCCN2S(=O)(=O)c2ccc(Cl)cc2)s1 (centres undefined)
x | 12 | COc1ccc(CNC(=O)/C=C/c2cccc([N+](=O)[O-])c2)cc1
x | 4 | CSc1ccc(CN2CCN(Cc3ccccc3C(F)(F)F)CC2)cc1
x | 3 | COc1ccc(N2CCN(CCCNC(=O)CCCn3c(=O)[nH]c4ccsc4c3=O)CC2)cc1
114 | 8 | Cc1cc(C(=O)CN2C(=O)NC(Cc3c[nH]c4ccccc34)C2=O)c(C)n1C (centres undefined)
93 | x | CCOC(=O)c1c(C)[nH]c(C)c1C(=O)COc1ccc(NC(=O)c2ccco2)cc1
x | 2 | CCCC1=NN2C(=N)/C(=C/c3ccccc3C)C(=O)N=C2S1
x | 6 | Cc1ccc2nc(CSc3nnc(-c4ccco4)o3)cc(=O)n2c1
x | 9 | CC(C)(C)C(=O)Nc1sc2c(c1C(=O)Nc1cccc3ccccc13)CCC2
x | -4 | Cc1ccc(N2CC(C(=O)Nc3ccccc3C)CC2=O)cc1 (centres undefined)
58 | 10 | CCOc1ccc(N2C(=O)CCC2=O)cc1
121 | 2 | N#CN=C(N)c1ccccc1
105 | 10 | CC1CCN(C(=O)CSc2nnc(-c3ccco3)o2)CC1
88 | 0 | Cc1cc(C)c(C#N)c(SCC(=O)N2CCN(Cc3ccccc3)CC2)n1
x | -18 | O=C(/C=C/c1ccc(Cl)cc1)NCCN1CCOCC1
x | 0 | Cc1ccc(S(=O)(=O)NCCNc2ccc([N+](=O)[O-])cc2Cl)cc1
x | 2 | CCCc1c(C)nc2ccc(OC)cc2c1SCC(=O)O

# Among those listed so far, nine contain fluorine:
BAP1 block | HePTP inhibitor | SMILES
57 | 1 | Cc1cnc(Nc2nc3ccccc3o2)nc1C(=O)Nc1cccc(C(F)(F)F)c1
98 | -3 | O=C(Nc1c(F)c(F)c(F)c(F)c1F)C1CCCCC1
110 | -2 | CC(=O)NC1(c2cccc(F)c2)CCN(C(=O)Nc2ccc(C#N)cc2)CC1
x | 1 | Cc1cc(C(F)(F)F)nc(SCC(=O)Nc2cc(C)on2)n1
119 | 4 | Cc1c(NC(=O)c2cnn3c(C(F)(F)F)cc(-c4ccco4)nc23)c(=O)n(-c2ccccc2)n1C
107 | 8 | O=C1CSC(c2ccccc2F)N1c1cc(Cl)ccc1O (centres undefined)
x | 7 | Fc1ccccc1OCCCCCN1CCCCC1
x | 5 | COc1ccc(CCNC(=O)Nc2cc(F)c(F)cc2Cl)cc1OC
x | 4 | CSc1ccc(CN2CCN(Cc3ccccc3C(F)(F)F)CC2)cc1

# Going on with the list:
BAP1 block | HePTP inhibitor | SMILES
x | 4 | Cc1ccc(N2C(=O)C3C(C2=O)C2C=CC3C23CC3)cc1Br (centres undefined)
x | 5 | CCOc1ccc(N(CC(=O)N(C)C)S(=O)(=O)c2ccc(SC)cc2)cc1
x | 4 | O=C(NCc1ccc(Cl)cc1)c1cccc(Br)c1
x | 5 | O=C1c2ccccc2C(=O)N1CCCCSc1nnc(-c2ccc(OC(F)F)cc2)o1
x | -13 | Cc1ccc(NC(=O)C2CC(=O)N(c3ccc(Br)cc3)C2)cc1 (centres undefined)
x | 11 | Cc1cc(OCC(=O)O)cc(C)c1Cl
x | 14 | COc1ccc(-n2c(C)cc(C(=O)COc3ccc(-n4cnnn4)cc3)c2C)cc1
80 | 8 | Nc1ccc2oc(-c3ccccc3Cl)nc2c1
122 | 14 | CCOC(=O)C1C(=O)OC(C)(C)C1C(C)C(=O)c1ccc(OC)cc1 (centres undefined)
x | 5 | COc1ccccc1/C=N\NC(=O)c1cc(C(C)(C)C)[nH]n1
x | 0 | O=C(Cc1ccc([N+](=O)[O-])cc1)Nc1ccc(Cl)c(C(F)(F)F)c1
76 | -6 | COc1ccccc1-n1c(SCC(=O)Nc2ccc3c(c2)OCO3)nc2c(c1=O)SCC2
65 | 5 | CCN(CC)S(=O)(=O)c1cccc(-c2nnc(SCCCC(=O)c3ccccc3)o2)c1
x | -15 | COc1cc(/C=C2/C(=O)NC(=O)N(c3ccc(C(C)C)cc3)C2=O)cc(Br)c1O
x | 2 | Cc1ccc(C(=O)c2cccc(NC(=O)CC(C)C)c2)cc1C
x | 12 | COc1cc(/C=C2\C(=O)NC(=O)N(c3ccc(Br)c(C)c3)C2=O)cc([N+](=O)[O-])c1O
x | -7 | COc1cccc(Nc2nc(C)c([N+](=O)[O-])c(Nc3cccc(OC)c3)n2)c1
92 | x | O=C(Nc1ncnc2c1ncn2C1OC(COC(=O)c2ccccc2)C(F)C1O)c1ccccc1 (centres undefined)
71 | 8 | Cc1cc(NC(=O)COc2ccc3oc4ccccc4c3c2)no1
x | 10 | O=C(NC(Cc1ccc(O)cc1)C(=O)O)/C(=C/c1ccccc1)NC(=O)c1ccccc1 (centres undefined)
x | 12 | O=c1[nH]c(/C=C/c2ccc(O)cc2)nc2ccccc12
104 | 8 | O=c1cc(N2CCC3(CC2)OCCO3)[nH]c(=O)n1-c1ccc(Cl)cc1
x | 2 | O=C(Nc1cccc(NC(=O)c2cc3ccccc3oc2=O)c1)c1ccccc1Cl
x | 0 | O=[N+]([O-])c1ccc(Nc2nc(OCC(F)(F)C(F)F)nc(OCC(F)(F)C(F)F)n2)cc1
x | -8 | CC(C)(CO)N=C1NS(=O)(=O)c2ccccc21
97 | 3 | CCOCCCn1c(SCC(=O)NC(C)C)nc2ccccc2c1=O
x | -2 | O=C(CN1C(=O)c2ccccc2C1=O)N1CCCCCC1
x | 6 | O=C1NC(=S)NC(=O)C1=Cc1ccc(Oc2ccc([N+](=O)[O-])cn2)cc1
99 | 8 | COC(=O)c1ccccc1NC(=O)CN(C1CCCCC1)S(C)(=O)=O
111 | 2 | COC(=O)CNC(=O)CNC(=O)Nc1ccccc1
x | 2 | O=C(Nc1ccccc1C(F)(F)F)c1ccc(-c2cc(Cl)ccc2Cl)o1
56 | 14 | c1ccc2c(c1)oc1c(N3CCN(Cc4ccc5c(c4)OCO5)CC3)ncnc12
x | 8 | CN(C)/N=C/c1ccc(-c2ccc(Cl)c(C(=O)O)c2)o1
84 | 11 | Cc1nc2sc(C(c3cccs3)N3CCOCC3)c(O)n2n1 (centres undefined)
98 | 0 | Cc1nn(C)c(C)c1S(=O)(=O)N1CCCC(C(=O)NCCc2ccc(Cl)cc2)C1 (centres undefined)
x | 2 | COc1ccc(-c2cc(C(=O)NCCN3CCOCC3)c3ccccc3n2)cc1
